Platelet DG rel: modulates dense granule release in human platelets. human platelet-rich plasma, SFLLRN dense granule ATP release, luminescence. inhibition, %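 (compounds screened at 7.5 µM in platelet-rich plasma)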. actives 0.22% (n = 300,000);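 active means mean replicate score, as percent of positive control, at or above 50; inconclusive means mean below 50 but at least one replicate at or above 50; inactive means mean and every replicate below 50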
HSF1 activator: increases HSF-1 driven luciferase reporter signal. NIH3T3-HGL HSF-1 luciferase reporter, MG132, 8 h; 100% = twice DMSO control signal. activation, % at 9 µM. actives 1.7% (n = 300,000);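 active means mean replicate activation of at least 50% with a set share of replicates each reaching 50%; inconclusive means only one of those two conditions met; inactive means mean below 50% and too few replicates reaching it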;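 further: 0% = median of the neutral control wells and 100% = twice that signal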
aSyn UTR inh: 5' untranslated region of α-synuclein, MLPCN primary screen; inhibition, % (tested at 7.5 µM); alpha-synuclein 5'UTR reporter, inhibitor activity; AID 1813; actives 0.82% (n = 300,000); in the data active means inhibition above about 60%; inconclusive means no clear call, values can overlap the other calls;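 further: H4 neuroglioblastoma cells stably carrying SNCA 5'UTR luciferase fusion; 0% = DMSO wells and 100% = positive control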
HSF1 inhib: HSF1 inhibition. NIH3T3-HGL HSE-luciferase, MG132-induced, luminescence 8 h; stronger effect = lower value. activity change, negative = inhibition, % at 7.5 µM (by protocol). AID 2098. actives 0.77% (n = 300,000);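 active means more than half of replicate wells show activity change below -50%, luminescence cut by over half; inconclusive means some wells, but at most half, below -50%; inactive means no replicate well below -50%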;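 further: luciferase reports HSF-1 transcriptional activity via heat shock element; 0% = median of DMSO wells and -100% = zero luminescence signal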
KLF5 inh: kruppel-like factor 5 inhibition | DLD-1 KLF5 promoter-luciferase reporter, luminescence | inhibition, % at 5 µM | actives 0.23% (n = 290,000);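 active means inhibition above a per-plate limit of that plate's mean compound inhibition plus 3 SD, cut at about 60% in these data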;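 further: 0% = DMSO wells and 100% = LY294002 at 200 µM; higher means less KLF5 promoter-driven luciferase light; inactives centre near -14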
HSP90 inh: blocks HSP90-mediated luciferase refolding in reticulocyte lysate; AID 1789; inhibition, % at 5.6 µM; actives 0.91% (n = 290,000); Rabbit reticulocyte lysate, luciferase refolding luminescence, 3 h;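 active means inhibition above the screen-wide mean plus 3 SD, computed separately per campaign, cut at about 16% in these data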;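 further: 0% = DMSO wells and 100% = 60 µM geldanamycin wells; inhibitors lower the luminescence because luciferase stays unfolded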
HDAC3 inhib: human HDAC3 inhibition. inhibition, % at 8.3 µM. recombinant HDAC3, fluorogenic peptide/trypsin coupled, fluorescence. AID 2718. O15379. actives 0.15% (n = 320,000); in the data active means inhibition above about 26%, passing the limit was not always enough; inconclusive means no clear call, values can overlap the other calls
Target sequence (O15379 whole entry, looked up): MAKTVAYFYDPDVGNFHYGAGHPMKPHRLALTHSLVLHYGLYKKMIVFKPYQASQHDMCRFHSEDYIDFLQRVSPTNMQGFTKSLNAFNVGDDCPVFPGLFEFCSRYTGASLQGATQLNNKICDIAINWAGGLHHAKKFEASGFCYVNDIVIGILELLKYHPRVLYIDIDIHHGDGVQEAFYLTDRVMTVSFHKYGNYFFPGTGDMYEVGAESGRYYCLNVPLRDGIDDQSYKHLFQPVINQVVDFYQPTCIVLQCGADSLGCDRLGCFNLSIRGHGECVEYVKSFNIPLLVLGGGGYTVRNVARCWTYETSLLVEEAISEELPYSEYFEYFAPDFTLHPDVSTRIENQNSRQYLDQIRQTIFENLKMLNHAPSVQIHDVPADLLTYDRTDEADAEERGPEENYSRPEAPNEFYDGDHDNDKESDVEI
IEC-6 cytotox: IEC-6 cytotoxicity, counter-screen for KLF5 inhibitors; inhibition, % at 5 µM; actives 0.78% (n = 290,000); AID 1825; luminescence viability; in the data active means inhibition above about 22%;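 further: 0% = plate median of test compound wells and 100% = cytotoxic reference compound wells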
HIF act: HIF pathway transcriptional activation | actives 0.32% (n = 300,000) | U2OS HRE-luciferase reporter, luminescence; normalized: DMSO 0%, desferrioxamine 100% | activation, % at 7.5 µM (by protocol);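 active means mean activation of at least 10% of the iron chelator positive control signal, with at least half of replicates also reaching 10%; inconclusive means mean and replicate majority disagree about reaching 10%; inactive means mean and most replicates under 10%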
AI-2 QS modul: Vibrio harveyi AI-2 quorum sensing modulation | activity change, % at 7.5 µM | Vibrio harveyi JMH597 AI-2 luminescence/OD600 ratio, 9 h; stronger effect = lower value; strain lacks LuxN and CqsS sensors; 0 = neutral-control median | actives 0.4% (n = 300,000) | AID 2094; in the data active means activity change below about -75%, passing the limit was not always enough; inconclusive means no clear call, values can overlap the other calls;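 further: luminescence divided by OD600 gain over 9 h not by final OD600 alone; inactives centre near 13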
An asterisk follows results filed as active; ? = inconclusive; . = no result given.

Sample of the layout (13 entries):
SMILES	Platelet DG rel	HSF1 activator	aSyn UTR inh	HSF1 inhib	KLF5 inh	HSP90 inh	HDAC3 inhib	IEC-6 cytotox	HIF act	AI-2 QS modul
CCOC(=O)c1c(C)[nH]c(C)c1C(=O)CSc1nc(N)cc(=O)[nH]1	7	-17	19	-4	-6	-2	2	3	-0.3	26
CC(C(=O)O/N=C(\N)c1cccnc1)c1ccc([N+](=O)[O-])cc1 (stereo not drawn)	-37	22	-13	14	-1	-2	3	2	-33	8
CCC1=C([N+](=O)[O-])C(c2ccc3c(c2)OCO3)NC(=O)N1 (stereo not drawn)	2	0	8	0	10	-1	6	-7	-12	39
CCC(CC)C(=O)c1c[nH]c(C(=O)NCc2ccccn2)c1	4	7	-5	-5	-8	-1	-4	-2	-0.3	-13
O=C(CCCN1C(=O)c2ccccc2C1=O)Nc1c(C(=O)C2CC2)oc2ccccc12	1	-13	-24	-2	-32	-1	-4	0	-0.4	4
O=C(O)CCCc1ccc2c(c1)CCc1ccccc1-2	10	-46	109*	-37	.	.	1	.	-3.4	32
O=[N+]([O-])c1ccc(S(=O)(=O)N2CCN(c3ccnc4cc(Cl)ccc34)CC2)cc1	1	3	33	0	-15	3	?	8	-0.7	10
Cc1ccc(-c2csc(NC(=O)c3cccc(C)c3)c2C(=O)O)cc1	-3	8	-71	6	.	.	-6	.	1.4	34
CCOc1ccccc1NC(=O)COC(=O)Cc1cccs1	?	0	5	-9	-18	3	0	1	-0.3	-2
O=C(NC(=S)Nc1ccc(CN2CCCCC2)cc1)c1cccc(OCc2ccccc2)c1	5	16	-65	10	-27	5	-1	-7	0.3	10
Cc1ccc(S(=O)(=O)N2CCC(C(=O)NC3CC(C)(C)NC(C)(C)C3)CC2)cc1C	-3	-5	-4	6	-1	6	-8	0	-0.4	0
CCS(=O)(=O)N1CCC(C(=O)NC2CCCCC2)CC1	6	-4	8	-2	-7	-5	0	-2	0.1	17
CCCCNC(=O)[C@@H]1CC=C[C@@H]2CCN(C3CC3)C(=O)[C@@H]21	-3	0	-5	-6	.	.	0	.	-0.3	12

The whole of this part, previewed entries included:
SMILES	Platelet DG rel	HSF1 activator	aSyn UTR inh	HSF1 inhib	KLF5 inh	HSP90 inh	HDAC3 inhib	IEC-6 cytotox	HIF act	AI-2 QS modul
CCOC(=O)c1c(C)[nH]c(C)c1C(=O)CSc1nc(N)cc(=O)[nH]1	7	-17	19	-4	-6	-2	2	3	-0.3	26
CC(C(=O)O/N=C(\N)c1cccnc1)c1ccc([N+](=O)[O-])cc1 (stereo not drawn)	-37	22	-13	14	-1	-2	3	2	-33	8
CCC1=C([N+](=O)[O-])C(c2ccc3c(c2)OCO3)NC(=O)N1 (stereo not drawn)	2	0	8	0	10	-1	6	-7	-12	39
CCC(CC)C(=O)c1c[nH]c(C(=O)NCc2ccccn2)c1	4	7	-5	-5	-8	-1	-4	-2	-0.3	-13
O=C(CCCN1C(=O)c2ccccc2C1=O)Nc1c(C(=O)C2CC2)oc2ccccc12	1	-13	-24	-2	-32	-1	-4	0	-0.4	4
O=C(O)CCCc1ccc2c(c1)CCc1ccccc1-2	10	-46	109*	-37	.	.	1	.	-3.4	32
O=[N+]([O-])c1ccc(S(=O)(=O)N2CCN(c3ccnc4cc(Cl)ccc34)CC2)cc1	1	3	33	0	-15	3	?	8	-0.7	10
Cc1ccc(-c2csc(NC(=O)c3cccc(C)c3)c2C(=O)O)cc1	-3	8	-71	6	.	.	-6	.	1.4	34
CCOc1ccccc1NC(=O)COC(=O)Cc1cccs1	?	0	5	-9	-18	3	0	1	-0.3	-2
O=C(NC(=S)Nc1ccc(CN2CCCCC2)cc1)c1cccc(OCc2ccccc2)c1	5	16	-65	10	-27	5	-1	-7	0.3	10
Cc1ccc(S(=O)(=O)N2CCC(C(=O)NC3CC(C)(C)NC(C)(C)C3)CC2)cc1C	-3	-5	-4	6	-1	6	-8	0	-0.4	0
CCS(=O)(=O)N1CCC(C(=O)NC2CCCCC2)CC1	6	-4	8	-2	-7	-5	0	-2	0.1	17
CCCCNC(=O)[C@@H]1CC=C[C@@H]2CCN(C3CC3)C(=O)[C@@H]21	-3	0	-5	-6	.	.	0	.	-0.3	12
CCOC(=O)c1c(N)sc(C(=O)N2CCOCC2)c1C	-4	-5	10	0	-5	4	-1	4	0.4	-7
Cc1cccc(NC(=O)c2ccc(C(=O)Nc3cccc(C)c3)nc2)c1	6	6	-12	-3	-8	-6	6	-1	0.0	1
Cc1ccc(NC(=O)CCc2nnc3ccc(N4CCOCC4)nn23)cc1C	-1	-7	12	-3	4	-4	-1	-1	-0.1	25
Cc1cc(=O)c(C(=O)O)nn1-c1ccccc1C(F)(F)F	24	0	-11	0	8	3	-8	1	-0.8	-18
Nc1nc(CN2CCN(c3ccccc3)CC2)nc(N2CCCc3ccccc32)n1	-4	-5	31	2	-11	0	9	4	-0.5	-5
CC(=O)Nc1sc(C)c(C)c1C(=O)OC1CCOC1=O (stereo not drawn)	-1	11	6	-4	1	2	2	0	0.0	28
COc1ccc(Br)cc1CNC(=O)C1CCC(=O)N1C(C)C (stereo not drawn)	17	4	-7	2	-2	-1	2	-2	-0.1	6
CC1CCCN(CC(O)COCc2ccccc2)C1 (stereo not drawn)	9	3	-12	4	-10	3	-8	-1	-0.1	8
O=C(NCc1ccccc1Cl)C1CCN(C(=O)c2ccco2)CC1	-4	-1	-3	-7	-31	11	-2	-3	-0.1	1
Cc1ccccc1NC(=O)/C(=C/c1ccccc1)c1ccccc1	1	11	4	5	19	-1	8	1	-0.3	28
Cc1c(C(=O)OCC2CCCO2)[nH]c2c1C(=O)CC(c1ccc(N(C)C)cc1)C2 (stereo not drawn)	-1	25	-6	11	-23	0	-7	2	0.3	17
CCOC(=O)C1CCCN(C(=O)CCCOc2cc(=O)n(C)c3ccccc23)C1 (stereo not drawn)	-2	41	5	12	-6	-5	0	-4	0.3	1
O=C(Nc1ccccc1N1CCCC1)c1cc2ccccc2o1	-6	34	-252	17	-2	-4	11	3	7.0	7
Cc1cc(C)c(S(=O)(=O)NCc2cn3ccccc3n2)c(C)c1	-2	34	10	14	-23	-2	1	0	-0.2	59
COc1cccc(C2C(C(N)=O)=C(C)Nc3nc(-c4ccccc4Cl)nn32)c1 (stereo not drawn)	0	8	11	12	-42	-4	-2	2	0.4	16
Cc1cccc(C(=O)Nc2cccc(OC(=O)c3cccc(C)c3)c2)c1	-62	17	-115	9	-20	1	10	-5	1.8	10
CC1CCC2(CC1)N=C(N)Nc1nc3ccccc3n12 (stereo not drawn)	-4	-55	-8	-42	0	3	2	9	-0.8	11
COc1ccc(CCN(Cc2cccs2)S(=O)(=O)c2ccc(S(=O)(=O)N3CCCCCC3)cc2)cc1OC	-11	14	-3	4	-4	3	.	-1	0.7	24
Cc1ccc2nc(C)c(C)nc2c1N	5	-6	-7	-10	0	1	-1	-5	0.1	7
CC(C(=O)O)N1C(=O)/C(=C/c2cccn2C)SC1=S (stereo not drawn)	.	.	.	.	0	1	20	-6	.	.
CC(=O)OCCn1c(=O)c2cc3c(=O)n(CCOC(C)=O)c(=O)c3cc2c1=O	.	-17	-8	-1	-3	1	-1	1	0.2	10
CCc1cc(=O)oc2c(C)c(OCC(=O)N3CCCc4ccccc43)ccc12	3	13	-4	2	-8	0	-2	4	0.1	14
CC(C)(C)NC(=O)C(=O)NC(=O)c1c(F)cccc1Cl	-2	18	4	2	-26	0	5	4	-0.1	11
Cc1ccc(NC(=O)Nc2ccc3c(c2)nc(C)n3C)cc1	4	15	-44	0	-180	7	1	-4	0.7	3
CN(C)c1ccnc(NCc2ccccc2)c1C#N	1	11	-17	4	-11	4	2	9	1.2	5
CCOC(=O)Cc1cc(=O)c2c(=O)n(-c3ccccc3)[nH]c2[nH]1	3	10	7	-4	-16	-1	9	-6	-0.2	27
O=C(Nc1ccc(F)cc1)N1CCN(c2ncccn2)CC1	17	.	12	.	-42	1	6	-5	0.0	11
CC(NC(=O)Cc1ccc(-c2ccccc2)cc1)c1ccccc1 (stereo not drawn)	-1	.	15	.	2	0	4	-2	-0.1	2
COc1ccc(-c2nc(CN3CCN(Cc4cccc(F)c4)CC3)c(C)o2)cc1	1	-1	-8	-8	-1	-1	0	4	0.5	22
COc1ccc(Oc2nc3ccccc3nc2C(F)(F)F)cc1	13	4	6	-4	-7	-2	3	-3	0.1	8
Cc1cccc(N(C(=O)CCC(=O)Nc2ccccn2)C(C(=O)NC(C)C)c2ccc(F)cc2)c1 (stereo not drawn)	1	19	-2	-3	-23	0	3	5	0.1	21
COc1ccc(-c2csc3nc[nH]c(=O)c23)cc1	-6	8	-41	-1	-13	-7	-5	2	-0.8	24
O=C(Nc1ccc(Nc2ccccc2)cc1)c1ccc(Br)o1	2	23	-128	19	-30	-4	1	-1	1.7	-92*
CCc1ccc(/C=C2\SC(N3CCCC3)=NC2=O)cc1	-1	-3	-39	-7	-39	26*	7	9	0.6	13
CCCCN1CNC(=S)N(CCc2ccc(OCC)c(OCC)c2)C1	.	.	.	.	-3	1	2	8	.	19
CCOc1ccc(CC(=O)N/N=C/c2cccnc2)cc1	.	.	.	.	8	0	4	2	.	24
CCOc1ccc(S(=O)(=O)Nc2cccc(C(=O)N(C)Cc3cccc(OC)c3OC)c2)cc1	-5	0	1	3	-27	1	4	6	-0.4	-3
Cc1ccccc1Oc1ccc(NC(=O)C2CC=CCC2C(=O)O)cc1 (stereo not drawn)	-7	-1	24	-12	-8	1	9	5	-0.1	-58
O=C(CN1CCOCCOCCOCCOCC1)Nc1ccccc1	3	-2	-32	4	-17	-1	1	3	0.4	8
CC(=O)NN1C(=O)/C(=C\c2ccc(Cl)cc2)SC1=S	-1	2	24	-2	-12	2	2	-3	-0.2	5
CC(C)(Cc1ccc(O)cc1)NC(=O)CC(=O)N/N=C/c1ccc([N+](=O)[O-])cc1	-3	22	26	0	-24	-1	9	-6	-0.1	1
Cc1ccc(Cn2nnnc2CN2CCC(NC(=O)c3ccc(Br)cc3)CC2)cc1	1	10	2	6	-4	-1	6	1	-0.8	7
CCCCNC(=O)Nc1ccccn1	2	0	-3	-9	-15	-1	4	-4	0.7	-4
OC(COc1ccc2cc(Br)ccc2c1)CN1CCCC1 (stereo not drawn)	-6	-23	-97	-14	-57	5	4	4	1.0	12
COc1ccc(C(=O)c2oc3ccc(OC)cc3c2N)cc1	3	18	-167	6	-146	-1	-8	0	3.4	20
O=C(CCc1nc(-c2ccccc2Cl)no1)NCc1ccco1	7	-2	-5	6	-24	0	0	-6	-0.1	12
CCOc1ccc(CC(=NCCO)C2=C(O)CC(C)(C)CC2=O)cc1OCC	-16	2	37	2	-17	-6	0	-5	-0.7	22
